# High-throughput results as filed in PubChem.
# Runt-SMMHC FRET: inhibitors of human RUNX1 Runt domain binding to CBFb-SMMHC; Cerulean-Runt/Venus-CBFb-SMMHC FRET ratio 530/480, 1 h; inhibition, % at 20 µM; AID 1434; 0.74% of 220,000 active;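 active = mean inhibition across duplicate retests at 20 µM reaching about 50%, limit read from the data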;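 also: 0% = DMSO wells and 100% = wells with excess untagged CBFb-SMMHC; inhibitors lower the FRET ratio by blocking Runt binding to CBFb-SMMHC; some results filed as inactive read as strong as hits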
# Hck-Nef inh: blocks Nef-activated human Hck kinase. Recombinant Hck-YEEI plus Nef, Z-Lyte FRET kinase assay. P08631. inhibition, % at 20 µM. AID 463187. 0.68% of 220,000 active;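 active = Hck-Nef kinase inhibition above about 50%, limit read from the data; inactive = inhibition below that limit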;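 also: 0% = DMSO with Hck plus Nef and 100% = Hck alone without Nef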
# NPY Y1 blocker: blocks the human neuropeptide Y Y1 receptor; HEK293-CNG Y1 cells, membrane potential fluorescence; NPY at EC95, then isoproterenol; 1% of 200,000 active; P25929; inhibition, % at 3.6 µM;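 active = inhibition above the campaign mean inhibition of all tested compounds plus 3 SD, cut at about 20% in these data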;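 also: 0% = DMSO wells given NPY plus isoproterenol and 100% = isoproterenol alone without NPY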
#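 Test system – HEK293 Y1/CNG channel cell line · Also added – NPY agonist 25 nM, then isoproterenol 1 µM plus Ro 20-1724 25 µM · Compound dosing – one concentration, 3.6 µM, in 0.4% DMSO · Schedule – compound incubation 1 h at room temperature, readout 45 min post-stimulation · Technique – fluorescence, membrane potential probe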
# NPY1 pot ag: potentiates or activates human NPY-Y1 receptor. 0.37% of 220,000 active. NPY-Y1 expressing cells, potentiator/agonist activation. activation, % at 3.6 µM. AID 1304; in the data active = activation above about 33%, passing the limit was not always enough;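 also: cells stimulated with NPY at EC10 then isoproterenol at EC100; 0% = low agonist plus stimulus and 100% = saturating agonist plus stimulus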
# NPY2 pot ag: potentiators or agonists of human neuropeptide Y receptor Y2 | P49146 | cells expressing NPY-Y2, potentiator/agonist read-out | activation, % at 3.6 µM | 0.45% of 220,000 active | AID 1359; in the data active = activation above about 27%;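 also: cells stimulated with NPY near EC25 plus isoproterenol at EC100; 0% = vehicle plus submaximal agonist and 100% = vehicle plus saturating agonist; some results beyond the cut were filed as inactive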
# Target sequence (P49146 whole entry, looked up): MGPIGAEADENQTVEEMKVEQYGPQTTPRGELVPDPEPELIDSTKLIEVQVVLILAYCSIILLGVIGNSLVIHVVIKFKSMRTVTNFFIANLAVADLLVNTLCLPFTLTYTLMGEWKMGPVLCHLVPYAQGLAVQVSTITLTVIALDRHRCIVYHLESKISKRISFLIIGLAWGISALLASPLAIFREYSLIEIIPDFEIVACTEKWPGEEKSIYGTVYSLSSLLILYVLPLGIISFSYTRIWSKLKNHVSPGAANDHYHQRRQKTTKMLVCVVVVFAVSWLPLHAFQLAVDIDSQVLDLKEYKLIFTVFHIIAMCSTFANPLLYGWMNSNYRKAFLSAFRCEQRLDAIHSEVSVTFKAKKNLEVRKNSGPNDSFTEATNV
# RBBP9 inh: inhibitors of human serine hydrolase RBBP9; O75884; recombinant RBBP9, FP-Rh probe fluorescence polarization; inhibition, % at 7.94 µM; 0.2% of 220,000 active;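 active = inhibition above the campaign mean of all tested compounds plus 3 SD, cut at about 14% in these data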;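 also: plate controls were DMSO wells with RBBP9 for no effect and wells lacking RBBP9 protein for full effect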
# Target sequence (O75884 whole entry, looked up): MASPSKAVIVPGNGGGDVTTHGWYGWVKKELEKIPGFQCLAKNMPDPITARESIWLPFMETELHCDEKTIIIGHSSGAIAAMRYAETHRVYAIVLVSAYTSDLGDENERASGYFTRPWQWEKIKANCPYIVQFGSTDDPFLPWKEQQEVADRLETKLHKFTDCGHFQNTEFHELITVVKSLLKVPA
#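 Material: RBBP9 protein. Amount: RBBP9 at 2.5 µM in dispensed solution, before mixing. Schedule: 30 min then 45 min, 25 °C. Medium: Tris buffer pH 8.0, NaCl, Pluronic. Measured by: fluorescence polarization. Measure: percent inhibition from mP, scaled between DMSO and no-protein wells. Replication: one well per compound.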
# p97 inhibitor: human p97 ATPase inhibition. 0.42% of 220,000 active. AID 1481. P55072. inhibition, % at 8 µM. recombinant p97 ATPase, Kinase-Glo ATP luminescence, 3 h; in the data active = inhibition above about 15%;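 also: 0% = DMSO vehicle and 100% = wells lacking enzyme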
# Runt-CBFb FRET: inhibitors of human RUNX1 Runt domain binding to CBFb; Q01196+Q13951; Cerulean-Runt/Venus-CBFb FRET ratio 530/480, 1 h; inhibition, % at 20 µM; 0.46% of 220,000 active;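 active = inhibition over about 50% at 20 µM in the single-dose screen, limit read from the data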;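 also: 0% = DMSO wells and 100% = excess unlabeled CBFb competitor control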
#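 Doses: 20 µM compound in 1% DMSO | Material: Cerulean-labeled Runt domain protein | Amount: Each fluorescent fusion protein 100 nM | Schedule: Two 1 h room-temperature incubations shielded from light | Measured by: FRET fluorescence | Evaluation: Loss of energy transfer signal | Controls: Unlabeled CBFb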
# MDM2 E3 inh: inhibitors of human Mdm2 E3 ubiquitin ligase; cell-based MDM2 ubiquitination luciferase reporter, 2 h; 0 = plate control, 100 = twice control, blank-subtracted; Q00987; signal enhancement, % at 5 µM; 0.11% of 210,000 active;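 active = signal enhancement of 30% or more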;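 also: luminescence tracks abundance of the self-degrading MDM2-luciferase fusion protein; higher signal means inhibition of MDM2 E3 ligase activity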
# Target sequence (Q00987 whole entry, looked up, the tested form may be a part): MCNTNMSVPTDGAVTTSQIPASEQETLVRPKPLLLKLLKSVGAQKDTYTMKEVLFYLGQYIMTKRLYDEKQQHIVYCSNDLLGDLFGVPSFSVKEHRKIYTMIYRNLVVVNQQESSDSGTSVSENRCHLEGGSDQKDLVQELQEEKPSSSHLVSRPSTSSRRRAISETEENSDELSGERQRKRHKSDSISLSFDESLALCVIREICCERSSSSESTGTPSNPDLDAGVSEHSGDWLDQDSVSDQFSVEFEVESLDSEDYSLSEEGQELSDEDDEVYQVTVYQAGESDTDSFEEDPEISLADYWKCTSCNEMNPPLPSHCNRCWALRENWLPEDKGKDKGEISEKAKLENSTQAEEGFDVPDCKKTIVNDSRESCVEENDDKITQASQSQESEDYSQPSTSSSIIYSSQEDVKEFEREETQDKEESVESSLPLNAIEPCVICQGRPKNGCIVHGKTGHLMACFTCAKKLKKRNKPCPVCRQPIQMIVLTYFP
#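 System: stable MDM2–luciferase fusion reporter cells / Input: 2000 cells seeded into each well / Schedule: 4 h settle plus 2 h compound, 37 °C / Compound: single-point 5 µM / Buffer or medium: cells held in DMEM / Benchmarks: control and blank well means / Evaluation: percent signal gain over controls, blank-subtracted / Measured by: luciferase luminescence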
# Active calls of the source: *; / = not tested or not shown.
SMILES,Runt-SMMHC FRET,Hck-Nef inh,NPY Y1 blocker,NPY1 pot ag,NPY2 pot ag,RBBP9 inh,p97 inhibitor,Runt-CBFb FRET,MDM2 E3 inh
O=C(Nc1ccccn1)c1ccco1,-1,-1,-3,2,1,-4,-5,-3,-4
O=c1sc(N2CCN(c3ccc(F)cc3)CC2)nc2ccsc12,5,2,4,-22,-7,0,9,2,-18
COc1ccc(NC(=O)c2oc3ccccc3c2NC(=O)C2CCCO2)cc1OC (centres undefined),1,22,4,4,-11,-8,0,-2,-29
O=C(/C=C/c1ccc(O)cc1)c1ccc(NC2=C(N3CCCCC3)C(=O)c3ccccc3C2=O)cc1,-41,0,-2,-6,-7,-8,4,-17,-14
CCCCCn1c(CNC(=O)CCC)nc2ccccc21,0,1,8,10,0,-7,-4,-3,1
Cc1ccc(NC(=O)c2cc3ccccc3o2)cc1S(=O)(=O)N(C)C,-2,7,3,-6,2,2,-1,2,-21
Cc1ccc(C(=O)Nc2nc(COc3ccccc3)cs2)s1,-1,1,1,-22,-27,-11,-5,-1,-25
COc1ccc(-c2nc(C(F)(F)F)c(OC)o2)cc1OC,0,2,7,-8,1,-7,0,-2,-5
Cc1cc(C(=O)OCC(=O)N(C)C2CCS(=O)(=O)C2)c(C)n1-c1ccccc1 (centres undefined),1,4,7,12,4,-6,3,-1,-4
COc1ccc(-c2nnc(SCC(=O)N3CCCc4ccccc43)o2)cc1OC,0,10,5,-28,-7,13,-6,-6,-12
Cc1cn(C)c(=O)n(C)c1=O,-1,-6,-6,-4,-10,-8,-4,0,-13
O=C1CC(Nc2ccccc2)C(=O)N1c1ccc(N2CCOCC2)cc1 (centres undefined),-6,13,-2,6,-6,0,4,2,-8
COc1ccc(/C=C/C(=O)Nc2cccc(C(C)=O)c2)cc1,-3,1,-1,-3,0,-3,9,-2,-16
Cn1ccnc1SCC(=O)c1ccc2ccccc2c1,1,-22,0,-11,2,0,7,6,-3
O=[N+]([O-])c1cc(S(=O)(=O)Nc2ccccc2)ccc1N1CCN(c2ccccc2)CC1,-1,-1,2,23,15,0,3,0,5
CC(C)(C)c1ccc(C(=O)Nc2nonc2-c2nc3ccccc3[nH]2)cc1,0,-4,3,4,13,6,2,2,12
O=C(Nc1ccccc1)C1=C[C@@H](C2CCCCC2)C[C@@H](OCc2ccc(CO)cc2)O1,0,-11,4,-10,-10,-8,-3,0,/
COc1ccc(C(=O)Nc2cc3c(cc2Cl)OCCCO3)cc1,-1,3,0,-13,-5,-9,4,1,-7
CCSc1oc(-c2ccccc2)nc1S(=O)(=O)c1ccccc1,-5,0,-2,8,2,4,1,2,-1
COc1ccc(C(C)=O)cc1CSc1nnc(-c2ccc(Cl)cc2)n1-c1ccccc1,0,1,8,9,7,-3,0,-3,6
Cc1[nH]nc2c1C1(CCN(C(=O)c3ccccc3)CC1)C(C#N)=C(N)O2,1,-1,-3,24,-7,-10,-5,-1,-3
C/C(=N\OC(=O)c1ccc(Cl)cc1)c1sc(-c2ccccc2)nc1C,1,0,2,-1,2,-9,0,-4,-8
Cc1ccc(C)c(N2CCN(C(=O)c3csc(C)c3C)CC2)c1,0,2,5,4,-4,-8,-6,-2,6
NC(=O)C1CCN(C(=O)COc2cccc3cccnc23)CC1,-2,16,4,8,3,-4,4,2,-2
O=C(Nc1nc2ccccc2[nH]1)c1cc2ccccc2o1,-2,21,-1,11,-13,-6,8,-2,-38
COc1ccc2c(c1)C(C)=CC(C)(C)N2C(=O)CN1C(=O)CCC1=O,4,8,-2,8,15,-9,-8,-1,0
Cn1c(Cc2ccccc2)nnc1SCCC(=O)Nc1ccccc1,4,-5,5,6,2,0,-1,-10,-2
CCc1cc2c(NCCC(=O)O)ncnc2s1,0,2,1,8,8,4,7,0,-24
O=C(COc1ccc(Cl)cc1)NCc1nnc(SCC(=O)NC2CCCCC2)o1,4,1,3,5,-13,3,0,-1,-19
Cc1cc(Cl)ccc1OCCCC(=O)N1CCCc2ccccc21,-3,-1,19,-16,-23,-7,-3,-11,3
CCOC(=O)c1cc(-c2ccc(C)o2)nn1CCC#N,4,1,2,-2,-1,-8,-1,0,-12
Clc1ccc2nc(CSCc3ccccc3)cn2c1,-1,0,5,3,-12,-6,2,0,-14
CC(C)c1ccc(C(=O)CSc2n[nH]c(-c3ccncc3)n2)cc1,1,-11,10,-12,-24,-6,-6,4,-17
CCOc1cc(S(=O)(=O)n2c(C)nc3ccccc32)ccc1F,1,5,3,-2,-4,6,3,-2,-5
CCOC(=O)C1CCN(C(=O)/C=C/c2cc(OC)c(OC)c(OC)c2)CC1,3,3,-1,-12,2,-1,4,1,-1
CC(C)(C)NC(=O)C(c1ccncc1)N(Cc1cccs1)C(=O)c1csnn1 (centres undefined),1,22,/,20,-7,-3,2,6,/
CCOC(=O)Cc1nnc(NC(=O)CSc2nnc3c4ccccc4n(C(C)C)c3n2)s1,-7,3,4,-19,-11,-9,4,-4,-16
Cc1ccc2nc(C(=O)N3CCc4c([nH]c5ccccc45)C3c3ccccn3)cn2c1 (centres undefined),/,22,-1,4,-20,-4,4,/,-16
Cc1cc(N2CCN(Cc3ccc4c(c3)OCO4)CC2)n2ncnc2n1,-1,-1,5,7,-18,-7,-4,2,-8
COC(=O)c1c(C(=O)OC)c2cccc3cc(-c4ccccc4)c4ccc1c4n32,-89,4,4,6,-7,-2,4,-25,-17
COc1ccc(CC(=O)Nc2ccc3c(c2)CCC3)cc1,1,-1,6,-13,-1,-1,-3,1,-12
COc1ccc(OC)c(-c2nc3ccccc3nc2-c2ccccc2)c1,-5,-4,/,-12,-20,8,0,2,-13
COc1ccc(C(O)c2nccn2Cc2ccccc2)cc1 (centres undefined),1,-1,1,0,-2,-5,-5,-1,-11
COc1ccc2c(c1)c(C(C)=O)c(C)n2C,0,25,/,-12,-13,-5,-2,0,-8
CC(Sc1cccc[n+]1[O-])C(=O)Nc1cccc(S(=O)(=O)N2CCOCC2)c1 (centres undefined),-4,0,10,-21,18,-5,5,2,-3
Cc1csc2nc(CNS(=O)(=O)c3ccc4c(c3)CCCC4)cn12,3,1,-4,-4,10,4,-3,0,-6
CC(C)(C)c1ccc(OCCCNCc2ccccc2)cc1,-1,-34,7,-12,-3,-8,-1,0,2
CCOc1ccccc1NC(=O)CN1C(=O)CSC(C)C1=O (centres undefined),-2,3,-1,13,-4,4,0,-2,-6
O=C1COc2ccc(C(=O)COC(=O)CCSc3ccc(Cl)cc3)cc2N1,-10,0,2,-1,1,2,4,-2,-17
CC1CC(C)CN(C(=O)CCCn2c(=S)[nH]c3ccccc3c2=O)C1 (centres undefined),-2,3,-2,-4,-9,7,-4,-2,1
# Carrying on:
SMILES,Runt-SMMHC FRET,Hck-Nef inh,NPY Y1 blocker,NPY1 pot ag,NPY2 pot ag,RBBP9 inh,p97 inhibitor,Runt-CBFb FRET,MDM2 E3 inh
O=C(CSc1nnc2ccccn12)Nc1nsc(-c2ccccc2)n1,0,3,-1,-12,0,2,-1,-2,5
Cc1cc(C)nc(SC2CCCCC2NS(=O)(=O)c2ccc(Cl)cc2)n1 (centres undefined),2,1,4,-14,2,-12,-6,1,-6
CCC(=O)OC1=C2C(=Nc3c(c(=O)n(C)c(=O)n3C)C2c2ccccc2)c2ccccc21 (centres undefined),/,10,5,-3,9,8,5,/,/
CCNc1nc(NCC)n2c(SC(C(=O)Nc3cc(C)ccc3C)c3ccccc3)nnc2n1 (centres undefined),2,-1,-3,-9,-11,-7,5,-5,6
C=CCOc1ccc(Br)cc1CNCCO,-4,-6,5,-10,-12,0,1,2,-8
CC(C)C(=O)Nc1ccc(C(=O)N2CCCCCC2)cc1,-2,2,2,14,6,-4,-1,0,-8
COc1ccc(CCC(C)Nc2ccccc2F)cc1 (centres undefined),3,5,-2,25,-10,-5,1,0,7
CC(C)(C)c1ccc(O)c(/C=N\O)c1,2,-1,3,-1,-1,-2,-6,2,-14
COc1ccc(N(CN2C(=O)c3ccccc3C2=O)C(=O)COc2ccc(Cl)cc2Cl)cc1,1,3,-1,-8,0,-4,-1,1,-7
Cc1ccccc1-c1nnc(NC(=O)c2cc3ccccc3oc2=O)s1,-4,0,0,-17,6,-4,0,-2,/
O=C(O)c1ccc(NS(=O)(=O)/C=C/c2ccccc2)cc1O,-3,2,3,8,14,-6,8,1,-11
CCCCC1OC2(C)OC(=N)C1(C#N)C(C#N)(C#N)C2c1ccccc1 (centres undefined),53,23,-1,-1,0,3,7,21,-6
CCCCc1ccc(NC(=O)COCC)cc1,0,6,-2,-22,25,12,1,1,-1
CC1CCCCN1Cc1ccc(N)cc1 (centres undefined),2,7,0,-11,-3,8,2,-1,2
NC(=O)NC(=O)CSc1nnc(-c2ccc(Cl)cc2)n1CC1CCCO1 (centres undefined),-2,16,3,-26,8,-4,0,-24,-9
CN(O)/C=C/C(=O)c1ccc(Br)cc1,-4,-19,0,-17,-9,-7,0,0,-9
O=C1OCC/C1=C\c1ccc2c(c1)OCO2,-1,4,/,-2,-5,-6,-2,0,-12
CCS(=O)(=O)c1ccc2c(c1)N(S(=O)(=O)c1ccc(Cl)cc1)CC(C(=O)O)O2 (centres undefined),0,11,0,3,6,-7,1,1,-4
Cc1ccc(S(=O)(=O)c2cc3ccccc3oc2=O)cc1,-26,-1,4,1,-1,10,2,-6,-10
CN(C)CCOC(=O)/C(=C/c1cn(C)c2ccccc12)NC(=O)c1ccccc1,2,16,/,-2,-4,-3,3,-1,-85

# Some of the entries above, reformatted.
canonical_smiles | Runt-SMMHC FRET | Hck-Nef inh | NPY Y1 blocker | NPY1 pot ag | NPY2 pot ag | RBBP9 inh | p97 inhibitor | Runt-CBFb FRET | MDM2 E3 inh
CCCCc1ccc(NC(=O)COCC)cc1 | 0 | 6 | -2 | -22 | 25 | 12 | 1 | 1 | -1
CCS(=O)(=O)c1ccc2c(c1)N(S(=O)(=O)c1ccc(Cl)cc1)CC(C(=O)O)O2 (centres undefined) | 0 | 11 | 0 | 3 | 6 | -7 | 1 | 1 | -4
